Assay outcomes (PubChem BioAssay)
MRP resist rev: compounds reversing MRP-mediated drug resistance; H69AR cells + 2 uM doxorubicin, CellTiter-Glo, 72 h; differential viability (reversal), % at 10 µM; 85,000 compounds, 0.04% hits;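 active means viability drop by adding the cancer drug above about 55%, with treated viability meeting a 40% cutoff, limit read from the data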;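 further: viability without doxorubicin minus viability with 2 µM doxorubicin for each compound; larger differential means the compound sensitizes cells more to doxorubicin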
MRP resist rev cytotoxicity: recorded beside MRP resist rev, whose call it bears; viability, %; H69AR cells, CellTiter-Glo, 72 h; measured here: cytotoxicity without doxorubicin
MRP resist rev with doxorubicin: recorded beside MRP resist rev, whose call it bears; viability, %; measured here: viability with 2 uM doxorubicin; hits give low values
An asterisk follows results filed as active.

SMILES	MRP resist rev	MRP resist rev cytotoxicity	MRP resist rev with doxorubicin
C[C@]12CC[C@@H]3c4ccc(O)cc4CC[C@H]3[C@@H]1CC[C@@H]2OC(=O)CCC(=O)O	17	93	76
CCOC(=O)N1CCC(N2C(=O)c3ccc(C(=O)NC4CCCCCC4)cc3C2=O)CC1	16	51	35
COCCn1cnc2c1c(=O)n(CC(=O)c1ccc3c(c1)OCCO3)c(=O)n2Cc1ccccc1	10	96	86
CCCc1cc(=O)oc2c(C)c3occ(C)c3cc12	6	96	89
COc1ccc(C(=O)Nc2c(N)nc(SCC(=O)N3CCCCCC3)[nH]c2=O)cc1OC	14	96	82
C=CCn1cc(C(=O)NCCCOC)c(=O)c2cc(S(=O)(=O)N3CCC(C)CC3)ccc21	-2	100	102
COC(=O)c1ccc2c(=O)n(Cc3ccc4c(c3)OCO4)c(SCC(=O)N3CCCC3)nc2c1	-3	3	6
CCOC(=O)c1c(C)oc2c1c(/C=N/c1ccccn1)c(O)c1ccccc12	-13	66	79
O=C(CN1CCOc2ccccc21)NCc1ccc(F)cc1	12	100	89
CCC(=O)c1ccc(O)cc1	-8	86	94
CCCSC1=C(C#N)C(c2cc(OC)ccc2OC)CC(=O)N1 (stereo not drawn)	4	90	86
COc1ccccc1N1CCN(CC(O)COc2cccc3ccccc23)CC1 (stereo not drawn)	-3	56	59
COCCN1Cc2cccc(C(=O)NC3CCCCCC3)c2C1=O	13	97	85
O=C(NCc1ccccc1)C1CCCN(S(=O)(=O)c2cccc3nonc23)C1 (stereo not drawn)	21	97	76
CCOc1cc2[nH]c(=O)n(CCCCCC(=O)NCc3ccc4c(c3)OCO4)c(=O)c2cc1OCC	-2	18	19
C=CCN(CC=C)c1nc2ccccc2nc1C(C#N)C(=O)OC(C)C (stereo not drawn)	-3	66	70
C[N+]12CCC(CC1)C(OC(=O)C(O)(c1ccccc1)c1ccccc1)C2 (stereo not drawn)	6	93	88
O=C(O)c1cc2cc(F)ccc2[nH]1	-14	98	112
c1ccc(CN2CCC(N3CCN(Cc4ccc5c(c4)OCO5)CC3)CC2)cc1	5	83	78
CCOC(=O)Cc1nnc(NC(=O)c2ccccc2OCC)s1	-11	87	98
CCC(C(=O)NC(C)CCc1ccco1)n1nc(C)n2c(cc3occc32)c1=O (stereo not drawn)	33	86	53
O=C(c1ccc(NC2=NC3CS(=O)(=O)CC3S2)cc1)N1CCN(C(=O)c2ccco2)CC1 (stereo not drawn)	-17	96	113
O=C(Nc1ccc(F)cc1F)NC1CC(=O)N(Cc2ccccc2)C1 (stereo not drawn)	11	101	90
COc1ccc(NC(=O)C2CCN(S(=O)(=O)c3cccnc3)CC2)cc1Cl	8	86	78
Cc1ccc2c(c1)NCC(C(=O)NCc1ccccc1)O2 (stereo not drawn)	5	88	84

More entries
SMILES	MRP resist rev	MRP resist rev cytotoxicity	MRP resist rev with doxorubicin
COC(=O)c1c(NC(=O)c2nn(C)cc2Cl)sc2c1CCCC2	-3	52	55
CNCCC(Oc1ccc(C(F)(F)F)cc1)c1ccccc1 (stereo not drawn)	-16	41	57
COc1ccccc1N1CCN(C(=O)c2cc(-c3cccs3)on2)CC1	10	103	94
Cn1c(=O)cc(SCC(=O)N2CCN(C3CCCCC3)CC2)c2ccccc21	23	107	83
CC(=O)C1=C(O)C(=O)N(c2cccc(C(=O)O)c2)C1c1ccccc1F (stereo not drawn)	10	99	88
O=C(CCc1nc2ccccc2[nH]1)NCc1ccc2c(c1)OCO2	-5	94	99
CC(=O)O[C@]1(C(C)=O)CC[C@H]2[C@@H]3C=C(C)C4=CC(=O)CC[C@]4(C)[C@H]3CC[C@@]21C	7	83	76
CCOC(=O)c1sc2ccc(S(=O)(=O)N3CC(C)CC(C)C3)cc2c1N (stereo not drawn)	-8	56	64
COc1ccc(-c2nc(N3CCOCC3)nc3nn4c(C)c(CCC(=O)O)c(C)nc4c23)cc1	1	97	96
Cc1ccc(C2CC(c3ccccc3C)n3nc(N)nc3N2)cc1 (stereo not drawn)	6	102	95
O=C1OC(c2ccc(O)cc2)(c2ccc(O)cc2)c2ccccc21	6	97	91
CCOC(=O)C1=C(N)n2c(s/c(=C\c3cccnc3)c2=O)=C(C#N)C1c1cccnc1 (stereo not drawn)	-4	84	87
CCOCCCNC(=O)Cn1nc(-c2ccccc2)ccc1=O	1	97	95
C/C(=N\O)C1(C)N(O)C(C)(C)C(c2ccco2)=[N+]1[O-] (stereo not drawn)	5	91	86
C=CCn1c(C)nc2c(c1=O)c1nc3ccccc3nc1n2-c1ccc(C)cc1	15	98	83
COc1ccc(-c2nnc3ccc(SCC(=O)N4CCN(c5ccccc5)CC4)nn23)cc1	-15	60	75
CC1CCN(c2nnc(N3CCC(C)CC3)c3ccccc23)CC1	-10	56	67
COC(=O)C1CCCN1C(C(=O)NC1CCCCC1)c1ccc(Cl)cc1 (stereo not drawn)	7	84	77
COc1ccc(OC)c(-n2c(SCC(=O)N3CCc4ccccc43)nc3c(c2=O)SCC3)c1	5	85	80
CCc1ccccc1NC(=O)CSc1nc2n[nH]c(C)c2c(=N)n1-c1cccc(OC)c1	-7	60	67
CC(C)CCn1c(NCCc2ccccc2)nc2c1c(=O)n(C)c(=O)n2C	2	74	73
COc1ccc(N2CCN(C(=O)CCS(=O)(=O)c3cccc4nsnc34)CC2)cc1	3	93	90
Cc1nc2sc(C(c3cccs3)N3CCN(c4cccc(Cl)c4)CC3)c(O)n2n1 (stereo not drawn)	-11	76	87
COc1ccc(-n2nc3c(c2NC(=O)c2cc4ccccc4oc2=O)CS(=O)(=O)C3)cc1	14	90	76
O=C(CCn1c(=S)[nH]c2ccccc2c1=O)N1CCN(c2ccccn2)CC1	5	93	88

Of the compounds above, 4 contain a Cl atom.
SMILES	MRP resist rev	MRP resist rev cytotoxicity	MRP resist rev with doxorubicin
COc1ccc(NC(=O)C2CCN(S(=O)(=O)c3cccnc3)CC2)cc1Cl	8	86	78
COC(=O)c1c(NC(=O)c2nn(C)cc2Cl)sc2c1CCCC2	-3	52	55
COC(=O)C1CCCN1C(C(=O)NC1CCCCC1)c1ccc(Cl)cc1 (stereo not drawn)	7	84	77
Cc1nc2sc(C(c3cccs3)N3CCN(c4cccc(Cl)c4)CC3)c(O)n2n1 (stereo not drawn)	-11	76	87

Additional structures.
SMILES	MRP resist rev	MRP resist rev cytotoxicity	MRP resist rev with doxorubicin
CCc1ccc(NC(=O)CS(=O)CC(=O)NC(C)CCc2ccco2)cc1 (stereo not drawn)	1	100	99
Cc1ccc(NC(=O)CCNS(=O)(=O)c2cccc3nsnc23)cc1	18	97	79
C(=C\c1ccccc1)/CN1CCN(C(c2ccccc2)c2ccccc2)CC1	-21	23	44
COC(=O)CSC1=C(C#N)C(=O)NC2(CCCCC2)S1	7	103	96
Cn1ncc2c1ncn1c(-c3ccccc3Cl)nnc21	2	94	92
CCOc1ncccc1C(=O)OCc1cc(=O)n2c(n1)sc1ccccc12	7	99	93
c1ccc2[nH]c(-c3cscn3)nc2c1	-20	79	99
COc1ccc(-c2ccc(-c3noc(-c4ccncc4)n3)c(OC)n2)cc1	4	93	89
COc1cccc(C(=O)c2sc(NC(C)C)nc2N)c1	-10	46	55
Cc1cc(NC(=O)c2cc(C)on2)n(-c2ccccc2)n1	13	95	82
Cc1nnc(SCCn2c(N3CCN(c4ccccc4)CC3)nc3c2c(=O)n(C)c(=O)n3C)s1	0	91	91
O=C(CCCC1=NS(=O)(=O)c2ccccc2N1)N1CCN(c2ccc(Cl)cc2)CC1	0	80	81
O=C(CSc1ncnc2nc[nH]c12)c1ccc(Cl)cc1	11	99	88
Cc1cc(Nc2cccc(C)c2C)n2ncnc2n1	1	89	88
CN1CCN(c2nc3c(c(=O)n(C)c(=O)n3C)n2CCSc2nc3ccccc3s2)CC1	7	78	71
CCOc1ccc(CCNC(=O)c2nnc(Cc3ccc(F)cc3)o2)cc1OCC	-22	66	88
C=C(C)Cn1c(C2CC(=O)N(c3ccccc3F)C2)nc2ccccc21 (stereo not drawn)	3	93	89
CCOC(=O)c1cc(C(C)(C)C)oc1CN	-23	87	110
Cc1nnc2sc(-c3ccc(NC(=O)c4ccc(-c5ccc(Br)cc5)o4)cc3)nn12	-8	21	29
CCCn1c(=S)[nH]c2cc(C(=O)NCC3CCCO3)ccc2c1=O (stereo not drawn)	4	83	79
COc1ccc(NC(=O)C2CCN(S(=O)(=O)c3cccc4cccnc34)CC2)cc1OC	4	98	94
COc1cc(NS(=O)(=O)c2ccc(N)cc2)nc(OC)n1	5	97	91
Cc1ccccc1Cn1ccc(NC(=O)c2onc(C)c2Cl)n1	-3	101	104
NC(=O)CSc1nnc(Cn2c(=O)sc3ccccc32)n1CCc1ccccc1	13	92	79
CC(=O)NS(=O)(=O)c1ccc(N)cc1	7	101	94

Following part.
SMILES	MRP resist rev	MRP resist rev cytotoxicity	MRP resist rev with doxorubicin
Cc1ccc2[nH]c(=O)c(CN(CCCN3CCOCC3)C(=O)Nc3cccc(Cl)c3)cc2c1	0	20	20
CCCCCNC(=O)c1c(N)n(/N=C/c2ccco2)c2nc3ccccc3nc12	-13	83	96
COC(=O)C(C)Sc1nc2c(c(=O)n(C)c(=O)n2C)n1CCC(C)C (stereo not drawn)	24	75	51
O=C(NCCCN1CCCC1=O)c1ccc2c(c1)ncn2C1CCCCC1	5	95	89
Cn1c(Cn2c(=O)sc3ccccc32)nnc1SCC(=O)NCc1ccccc1	1	92	92
Cn1c(C(=O)NCCN2CCN(Cc3ccccc3)CC2)cc2c(=O)n(C)c3ccccc3c21	-9	52	61
COc1cccc(C2/C(=C(/O)c3cnn(-c4ccccc4)c3C)C(=O)C(=O)N2CCN(C)C)c1 (stereo not drawn)	-14	79	92
Nc1ncnc2c1ncn2[C@H]1C[C@H](O)[C@@H](COP(=O)(O)O)O1	-14	85	99
Cc1cc(S(=O)(=O)N(Cc2ccccc2)Cc2ccc(N(C)C)cc2)ccc1-n1cnnn1	1	89	88
COc1cccc(C2CC(c3ccccc3)Nc3nc(N)nn32)c1 (stereo not drawn)	10	99	89
COC(=O)c1ccc2c(=O)n(CCN3CCOCC3)c(SCC(=O)c3ccccc3)nc2c1	12	102	90
COCCCC/C(=N\OCCN)c1ccc(C(F)(F)F)cc1	7	87	80
CCCOc1ccc(/C(O)=C2/C(=O)C(=O)N(CCCn3ccnc3)C2c2cccs2)cc1 (stereo not drawn)	5	106	101
Cc1cccn2c(=O)c3cc(C(=O)Nc4ccc(N(C)C)cc4)n(C)c3nc12	-2	82	84
CC(=O)N1CCCc2cc(S(=O)(=O)N3CCC(C)CC3)ccc21	-3	95	98
CC(=O)Nc1ccc2nc(-c3cccnc3)[nH]c2c1	-1	110	111
O=C(CCCCn1c(=O)[nH]c2ccccc2c1=O)NC1CCN(Cc2ccccc2)CC1	7	96	89
NC(Cc1ccc(Oc2ccc(O)cc2)cc1)C(=O)O (stereo not drawn)	15	105	91
Cc1cc(Nc2cccc(F)c2)n2ncnc2n1	-3	87	91
CCOC(=O)N1CCC(Nc2c(NCCCN3CCN(c4ccc(OC)cc4)CC3)c(=O)c2=O)CC1	-11	100	111
CN(C)S(=O)(=O)c1ccc(NC(=O)C2COc3ccccc3O2)cc1 (stereo not drawn)	0	86	86
CC1Oc2ccccc2N(Cc2ccccc2Cl)C1=O (stereo not drawn)	6	82	76
CCCc1[nH]nc2c1C(c1cn[nH]c1-c1ccc(F)cc1)C(C#N)=C(N)O2 (stereo not drawn)	-26	32	58
COC(=O)C1=CN(C(C)C)C=C(C(=O)OC)C1c1cc(Br)c(OC)c(OC)c1	43	110	67
COc1ccc(C2c3c(oc4ccc(F)cc4c3=O)C(=O)N2CCN2CCOCC2)cc1OC (stereo not drawn)	12	95	83

Next part; it opens with the 6 that closed the last part.
SMILES	MRP resist rev	MRP resist rev cytotoxicity	MRP resist rev with doxorubicin
CCOC(=O)N1CCC(Nc2c(NCCCN3CCN(c4ccc(OC)cc4)CC3)c(=O)c2=O)CC1	-11	100	111
CN(C)S(=O)(=O)c1ccc(NC(=O)C2COc3ccccc3O2)cc1 (stereo not drawn)	0	86	86
CC1Oc2ccccc2N(Cc2ccccc2Cl)C1=O (stereo not drawn)	6	82	76
CCCc1[nH]nc2c1C(c1cn[nH]c1-c1ccc(F)cc1)C(C#N)=C(N)O2 (stereo not drawn)	-26	32	58
COC(=O)C1=CN(C(C)C)C=C(C(=O)OC)C1c1cc(Br)c(OC)c(OC)c1	43	110	67
COc1ccc(C2c3c(oc4ccc(F)cc4c3=O)C(=O)N2CCN2CCOCC2)cc1OC (stereo not drawn)	12	95	83
O=C(O)CCCC(=O)N1CCN(C(c2ccccc2)c2ccccc2)CC1	3	95	92
Nc1ccc(S(=O)(=O)NC(=O)c2ccccc2)cc1	9	99	90
Cn1c(C(=O)N2CCc3ccccc32)cc2c(=O)n3ccccc3nc21	-1	84	85
O=c1c2ccccc2[nH]c(=S)n1CC1CCCO1 (stereo not drawn)	13	92	79
CCCCNC(=O)c1ccc(CNc2c(N3CCC(C(=O)OCC)CC3)c(=O)c2=O)cc1	8	90	82
O=C1C(CCS(=O)c2ccccc2)C(=O)N(c2ccccc2)N1c1ccccc1 (stereo not drawn)	-4	94	98
Cc1cc(NC(=O)CN2CCc3ccccc3C2)nc2c1c(=O)oc1ccccc12	-16	28	44

The list is partial; rates above refer to the full screens.
